SRC1 inh: SRC1 coactivator transcriptional activity inhibitors, primary screen, cell-based, luminescence; Nuclear receptor coactivator 1 (Homo sapiens), Q15788; actives 0.12% (n = 360,000); AID 588354, 2011; HEK293 GAL4-SRC1 luciferase reporter; inhibition, % at 3.6 µM;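 active = inhibition above the campaign mean plus 3 SD, with each screening campaign given its own cutoff, cut at about 60% in these data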;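 also: 0% = DMSO treated cells and 100% = gossypol at 36 µM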
NOD2 RIPK2 PPI: NOD2-RIPK2 binding disruptors in cells, primary screen, fluorescence, CHO cells, BLA complementation. Receptor-interacting serine/threonine-protein kinase 2 (Homo sapiens), O43353. CCF4 ratio. inhibition, % at 4.98 µM. actives 0.38% (n = 360,000). AID 624267, 2012; in the data active = inhibition above about 21%;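 also: 0% = vehicle only and 100% = reference blocker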
LMP1 NFkB inh: EBV LMP1-driven NF-kappaB luciferase reporter inhibitors, primary screen, cell-based, luminescence, single point | LMP1-induced NF-kappaB luciferase reporter cells | inhibition, % at 12.5 µM | actives 0.69% (n = 350,000) | AID 504558, 2011; in the data active = inhibition above about 41%;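 also: 0% = neutral control wells and 100% = reference inhibitor control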
LRH-1 inv ag: LRH-1 (NR5A2) inverse agonists, primary screen, cell-based, luminescence, HEK293T, StAR-luciferase reporter; actives 0.13% (n = 360,000); inhibition, % at 3.6 µM; LRH-1 transfected, 24 h; Nuclear receptor subfamily 5 group A member 2 (Homo sapiens), O00482; AID 602396, 2012;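 active = inhibition above the mean inhibition of all tested compounds plus 3 SD, cut at about 73% in these data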;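 also: 0% = DMSO wells and 100% = reporter-only cells lacking LRH-1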
NCOA3 inh: SRC3 coactivator transcriptional activity inhibitors, primary screen, cell-based, luminescence; Nuclear receptor coactivator 3 (Homo sapiens), Q9Y6Q9; HEK293 GAL4-SRC3 luciferase reporter; inhibition, % at 3.6 µM; actives 0.17% (n = 360,000); AID 588352, 2011;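 active = inhibition above a per-campaign cutoff, the mean of all compounds plus 3 SD, cut at about 60% in these data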;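 also: 0% = DMSO-treated cells and 100% = gossypol-treated cells at 36 µM; higher means less SRC3-driven luciferase light from the GAL4 reporter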
MC4R ag barr: MC4R agonists recruiting beta-arrestin, primary screen, cell-based, luminescence, agonist arm of biased-ligand search. Melanocortin receptor 4 (Homo sapiens), P32245. U2OS MC4R beta-arrestin complementation; percent of melanotan II response, DMSO zero. activation, % at 8.9 µM. actives 0.98% (n = 360,000);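 active = activation above a per-plate cutoff, the mean activation of sample wells on that plate plus 3 SD, cut at about 8% in these data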
ABHD5-PLIN5 inh: ABHD5-PLIN5 interaction inhibitors, primary screen, cell lysate, split luciferase complementation, luminescence. Perilipin-5 (Homo sapiens) + 1-acylglycerol-3-phosphate O-acyltransferase ABHD5 (Homo …. Split G. princeps luciferase complementation, 4 h. inhibition, % at 4 µM. actives 0.78% (n = 360,000). AID 602281, 2012;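 active = inhibition above the mean inhibition across every tested compound plus 3 SD, cut at about 22% in these data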;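 also: 0% = DMSO only wells and the 100% control is not disclosed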
TLR9-MyD88 block: inhibitors of TLR9-MyD88 association in cells, primary screen, cell-based, CHO, BLA complementation, fluorescence | Toll-like receptor 9 (Homo sapiens) + Myeloid differentiation primary response protein … | CCF4 FRET ratio | inhibition, % at 4.98 µM | actives 0.21% (n = 340,000) | AID 504734, 2011;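 active = inhibition above the mean over all tested compounds plus 3 SD, cut at about 21% in these data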;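 also: 0% = DMSO only wells and 100% = clavulanate BLA inhibitor control wells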
Target sequence (Q99836 whole entry, looked up): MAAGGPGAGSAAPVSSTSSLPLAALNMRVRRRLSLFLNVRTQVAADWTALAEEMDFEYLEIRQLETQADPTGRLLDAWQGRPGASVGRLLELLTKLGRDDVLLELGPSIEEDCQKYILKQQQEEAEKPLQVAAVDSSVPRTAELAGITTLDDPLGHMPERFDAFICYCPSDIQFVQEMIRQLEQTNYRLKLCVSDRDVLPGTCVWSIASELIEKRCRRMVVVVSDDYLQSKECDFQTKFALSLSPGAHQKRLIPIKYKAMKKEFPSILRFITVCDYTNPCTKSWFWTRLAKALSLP
Target sequence (Q9NR96 whole entry, looked up): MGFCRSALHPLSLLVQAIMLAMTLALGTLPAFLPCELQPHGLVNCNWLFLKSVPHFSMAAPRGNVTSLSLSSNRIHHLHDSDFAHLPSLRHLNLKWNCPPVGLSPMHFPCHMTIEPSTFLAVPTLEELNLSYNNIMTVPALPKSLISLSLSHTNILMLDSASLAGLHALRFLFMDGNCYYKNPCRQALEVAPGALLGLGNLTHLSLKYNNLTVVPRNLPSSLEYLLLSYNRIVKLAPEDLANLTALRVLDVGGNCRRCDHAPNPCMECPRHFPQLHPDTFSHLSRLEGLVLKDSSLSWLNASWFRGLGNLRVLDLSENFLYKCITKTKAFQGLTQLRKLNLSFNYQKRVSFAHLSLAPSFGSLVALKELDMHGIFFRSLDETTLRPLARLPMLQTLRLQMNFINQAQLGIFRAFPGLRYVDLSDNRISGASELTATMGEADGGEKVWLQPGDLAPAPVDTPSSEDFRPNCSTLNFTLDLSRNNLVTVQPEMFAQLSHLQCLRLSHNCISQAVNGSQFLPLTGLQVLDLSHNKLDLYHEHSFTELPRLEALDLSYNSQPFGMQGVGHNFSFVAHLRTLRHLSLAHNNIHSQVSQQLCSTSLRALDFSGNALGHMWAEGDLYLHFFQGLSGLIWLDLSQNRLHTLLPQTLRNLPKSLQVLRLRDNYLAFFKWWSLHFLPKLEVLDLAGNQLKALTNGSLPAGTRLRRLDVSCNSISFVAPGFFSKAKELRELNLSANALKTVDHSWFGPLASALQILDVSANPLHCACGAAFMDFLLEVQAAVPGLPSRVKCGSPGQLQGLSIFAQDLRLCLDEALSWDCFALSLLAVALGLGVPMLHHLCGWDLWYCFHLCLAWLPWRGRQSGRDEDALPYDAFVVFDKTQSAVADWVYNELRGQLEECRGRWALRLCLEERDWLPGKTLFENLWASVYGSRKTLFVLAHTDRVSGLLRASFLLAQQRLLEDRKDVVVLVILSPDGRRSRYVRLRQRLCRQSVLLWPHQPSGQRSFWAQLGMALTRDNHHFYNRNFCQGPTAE
SRC2 inh: inhibition of GAL4-SRC2 driven luciferase reporter, primary screen, SRC2 inhibitor project, cell-based, luminescence | HEK293 GAL4-SRC2 luciferase reporter | AID 651957, 2012 | actives 0.17% (n = 370,000) | inhibition, % at 9 µM;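 active = inhibition above the mean inhibition of all tested compounds plus 3 SD, set per campaign, cut at about 52% in these data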;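 also: 0% = DMSO treated cells and 100% = cells given Gossypol at 36 µM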
COUP-TFII inh: NR2F2 transcriptional activity inhibitors, primary screen, cell-based, luciferase reporter, HEK293T, luminescence; HEK293T NGFI-A luciferase reporter; inhibition, % at 8.6 µM; actives 0.7% (n = 370,000); AID 686940, 2013;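 active = inhibition above a per-plate cutoff, mean inhibition of test wells between control levels plus 3 SD, cut at about 38% in these data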;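 also: cells cotransfected with COUP-TFII expression vector driving the NGFI-A reporter; 0% = median of COUP-TF2 test wells and 100% = reporter-only cells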
MC4R antagonist: MC4R antagonists of cAMP signaling, primary screen, cell-based, TR-FRET, antagonist arm of biased-ligand search; Melanocortin receptor 4 (Homo sapiens), P32245; MC4R-expressing cells, MTII-stimulated cAMP, LANCE TR-FRET; inhibition, % at 6.5 µM; actives 0.48% (n = 360,000);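 active = inhibition above its plate's cutoff, the mean of tested wells on that plate plus 3 SD, cut at about 29% in these data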;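 also: 0% = Melanotan II alone and 100% = Melanotan II plus saturating MCL0020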
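System: U2OS cells stably expressing human melanocortin 4 receptor (MC4R). Reagent: Melanotan II challenge after compound preincubation. Doses: 6.5 µM. Times: 30-min compound, 1-h challenge, 1-h detection, room temperature. Measured by: TR-FRET with Eu-cAMP and labeled anti-cAMP, 671 nm. Replicates: singlicate.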
An asterisk follows results filed as active; x = not tested or not shown. Not all compounds are listed, so the mix of outcomes need not match the whole.

molecule,SRC1 inh,NOD2 RIPK2 PPI,LMP1 NFkB inh,LRH-1 inv ag,NCOA3 inh,MC4R ag barr,ABHD5-PLIN5 inh,TLR9-MyD88 block,SRC2 inh,COUP-TFII inh,MC4R antagonist
COc1cccc(Cl)c1NC(=O)N1CCN(c2cc(C)nc3ccccc23)CC1,7,12,24,-27,17,3.4,13,-3,15,10,12
COc1cccc(C2C3=C(CC(C)(C)CC3=O)Nc3cc(OC)c(OC)cc32)c1 (configuration not stated),10,3,1,12,-17,1.5,-3,-3,-22,-18,7
O=C(Nc1ccccc1)c1cc(C2CCCN(C(=O)OCc3ccccc3)C2)on1 (configuration not stated),-19,-4,x,-2,-16,3.8,-8,x,-46,-21,12
CCCC1=NN(C(=O)C(=O)Nc2ccc(Br)cc2)C(O)(C(F)(F)F)C1 (configuration not stated),-5,-4,7,15,17,-2.9,23*,5,-36,3,0
COc1ccc(NC(=O)CSc2nnnn2-c2ccccc2OC)c(OC)c1,8,1,-8,23,16,-1.7,5,3,-14,23,6
C=CCNC(=O)Nc1ccc(F)cc1F,-5,-4,6,-15,8,0.8,9,-3,11,-7,7
Cc1cc(Cl)cc2sc(NC(=O)C3CC3)nc12,-20,-8,-12,-18,-7,-0.3,1,-1,0,-23,-2
CCCN(CC(=O)Nc1ccccc1OC)C(=O)c1ccc2[nH]c3c(c2c1)CC(C)CC3 (configuration not stated),-2,-16,7,-6,25,1.3,4,-13,25,16,6
CN(CCOc1ccc(-c2ccn(S(=O)(=O)c3ccc(Cl)cc3)n2)cc1)c1ccccn1,-2,-1,10,5,17,-1.4,0,2,25,36,8
CCOC(=O)Cc1csc(NC(=O)c2ccc(C)o2)n1,-59,-13,-10,-22,-19,-0.6,6,-7,-26,-33,-2
Cc1nc2ccccn2c1C(=O)CSc1ccccc1,-17,3,-2,-18,-10,-1.9,-1,-6,-66,1,22
CCCCNC(=S)NNC(=O)c1nn(C)c(C)c1Cl,-17,2,3,-25,-26,-1.7,-9,13,-11,-24,2
O=C(COC(=O)c1ccc2c(c1)S(=O)(=O)N=C1CCCCCN12)NCCc1ccc(F)cc1,-7,-5,1,-9,-3,-0.4,-2,3,-11,0,12
CC(C)Nc1nnc(Sc2ccc(Cl)cc2[N+](=O)[O-])s1,-1,-8,0,-18,1,-1.5,0,-2,-7,18,15
COc1cccc(C(=O)N/N=c2/oc3ccccc3cc2C(N)=O)c1,-23,-7,3,0,-27,-1.8,0,4,10,-7,-8
COc1ccc(CC(=O)NCCc2ccc(Cl)cc2Cl)cc1,4,5,-26,10,10,-2.6,4,3,-6,6,-1
O=C(CCC(=O)c1cccs1)NNC(=O)c1cccc(Cl)c1,-7,4,-3,3,-21,-1.5,3,6,-2,7,0
CCN1CCN(C(=O)c2sc3ncnc(N4CCc5ccccc5C4)c3c2C)CC1,4,2,-8,16,3,-0.3,5,0,-31,8,6
O=C(NC12CC3CC(CC(C3)C1)C2)C1CCCN1C(=O)Nc1ccccc1 (configuration not stated),11,-8,-3,-11,-3,0.4,-4,9,-48,-19,8
Oc1[nH]c2ccccc2c1N=NC(=S)N1CCOCC1,4,5,4,60,27,-2.0,-2,7,x,x,-15
CCC/C(=N/NC(=O)c1ccc2c(c1)OCO2)c1cccs1,-14,-9,-13,-28,-13,-2.0,2,-6,2,-25,5
Cn1c(SCC(=O)NCc2ccco2)nnc1C1CCCC1,-10,-11,-2,2,8,-0.6,-2,-4,3,5,6
COCCn1cnc2c1c(=O)n(CC(=O)NC1CCCCC1)c(=O)n2Cc1ccccc1,-7,2,7,3,10,-2.2,-3,0,10,6,-2
Cc1ccc(NC(=O)NC(=O)N(C2CCCCC2)S(=O)(=O)c2ccccc2)cc1,-5,-13,2,13,-11,9.2*,-2,-4,-15,-4,2
CCCC(c1nnnn1Cc1cccs1)N1CCN(c2nc3ccccc3s2)CC1 (configuration not stated),18,0,2,6,17,-1.2,1,1,3,-11,1
N#CCCC(C#N)(c1cccnc1)N1CCOCC1 (configuration not stated),-1,2,2,-11,-2,-1.7,-1,7,-19,2,2
O=C(CNC(=O)C1COc2ccccc2O1)N/N=C\c1ccc(Br)cc1 (configuration not stated),-3,-16,-3,13,18,-0.5,2,-16,1,5,1
Cc1ccc2nc3c(cc2c1)c(NS(=O)(=O)c1ccccc1)nn3CC(C)C,-7,2,4,7,4,0.0,-12,-6,2,-3,5
Cc1cn(C2CC(O)C(CO)O2)c(=O)n(Cc2ccccc2)c1=O (configuration not stated),2,-9,-5,-8,9,-1.9,-4,-5,17,8,2
O=C(NCCc1ccc2c(c1)OCCO2)c1cccc(S(=O)(=O)N2CCCC2)c1,-10,-2,1,7,6,0.5,0,0,-6,13,3
Cc1ccc(NS(=O)(=O)c2ccc(Cl)c(C(=O)Nc3ccccc3-c3nc4ccccc4[nH]3)c2)cc1C,-13,-13,1,10,2,-2.0,-8,-8,-11,-22,13
COc1ccc(NC(=O)CSc2nc(C3CC3)nc3ccccc23)cc1,7,-8,-3,2,-5,4.6,-1,-2,6,6,-1
NNC(=O)CCc1nc2ccc(O)cc2[nH]1,-51,0,-4,9,13,4.8,10,-7,16,-2,-2
CC[C@@H](C)[C@@H](CO)NC(=O)[C@H]1O[C@@H](n2cnc3c(N)ncnc32)[C@H](O)[C@@H]1O,17,0,x,0,22,x,-1,x,-19,0,x
CCOC(=O)C1=C(C)OC(N)=C(C#N)C1c1ccccc1 (configuration not stated),-4,1,-6,13,2,-2.7,-1,3,-21,17,12
CC(C)(C)C1(O)CC(C(F)(F)F)=NN1C(=O)CCCc1ccccc1 (configuration not stated),-20,-5,2,2,18,0.8,-1,9,4,-16,20
O=C(NCc1ccccn1)c1cn(Cc2ccccc2)nn1,-11,0,4,-6,-2,-1.8,-4,14,-12,0,2
CCCCN1CC[C@H]2C=CC[C@@H](C(=O)Nc3ccc(OC)cc3)[C@H]2C1=O,7,8,5,18,6,-0.3,-5,-3,-10,-8,7
C[C@@H]1C(=O)O[C@@H]2[C@H](O)C34[C@H]5C[C@@H](C(C)(C)C)C36[C@H](OC(=O)[C@@H]6O)OC4(C(=O)O5)[C@@]12O (some centres not stated),0,-7,-1,7,7,0.6,-2,-2,-17,3,13
CCCCN1CNC(=S)N(CCc2ccccc2)C1,11,-1,-4,-12,-12,-1.7,2,-25,-9,17,-1
COc1ccccc1OCCC(=O)OCC(=O)Nc1ccc2c(c1)OCO2,18,-39,1,10,7,0.9,6,-8,-6,-5,-5
CN1CCN(C(=O)CNc2ccc(C(F)(F)F)cc2[N+](=O)[O-])CC1,-12,-2,-9,5,-3,0.4,7,0,8,-13,-1
CC(C)OC(=O)NCCOC(=O)Nc1ccc(Cl)cc1,-23,-1,-1,3,11,-1.6,-1,3,13,-12,27
N#Cc1c(-c2ccccc2)cc2nc3ccccc3n2c1N,-30,-6,2,-21,-30,-1.2,6,-6,-9,-9,-8
CN(CC(=O)Nc1c(Cl)cccc1Cl)C(=O)CCC(=O)c1ccccc1,-8,2,3,-7,1,-1.3,-10,-5,4,18,10
Cc1cc(OCc2cc(C(=O)N(C)C3CCOC3)no2)cc(C)c1Cl (configuration not stated),-89,-3,-37,-133,-84,1.0,0,-13,-66,-61,16
COC(=O)Nc1nnc(-c2ccco2)s1,-7,-14,x,5,-6,-0.6,5,x,-46,1,-1
Cc1ccccc1NC1=C(Cl)C(=O)OC1NC(=O)c1ccccc1 (configuration not stated),2,15,-2,11,1,-2.1,2,3,-16,7,5
COc1cc(CN2CCCC(CO)(Cc3cccc(Cl)c3)C2)cc2c1OCO2 (configuration not stated),-10,-11,10,-1,9,-2.5,0,-5,13,-4,2
Cc1cccc(NC(=O)COc2cccc3c2CCNC3=O)c1,-14,-4,7,35,6,-1.1,0,6,-40,-9,16

Next entries follow.
molecule,SRC1 inh,NOD2 RIPK2 PPI,LMP1 NFkB inh,LRH-1 inv ag,NCOA3 inh,MC4R ag barr,ABHD5-PLIN5 inh,TLR9-MyD88 block,SRC2 inh,COUP-TFII inh,MC4R antagonist
CCOC(=O)c1ccc(NC(=S)NC(=O)C2CCCC2)cc1,-4,-3,2,-15,-29,3.7,-6,-11,-20,4,3
NNC(=O)CCn1nnc2ccccc21,6,6,-16,-31,13,0.2,5,1,-1,-12,1
CCCCOc1ccc(C2=NNC(=O)CC2)cc1,-23,0,7,-87,-26,-0.8,5,-4,-49,-24,-4
CC(=O)Nc1ccccc1NC(=O)c1cc(C)ccc1C,2,1,-2,-6,17,-2.8,8,-3,9,-15,7
CCCC(=O)N(CCN1CCOCC1)c1nc2cc(C)c(C)cc2s1,-67,5,-16,-103,-84,-2.1,-4,-5,-30,-37,5
NCCOc1ccccc1-c1ccccc1,-5,1,-3,17,13,2.5,0,-9,-38,2,3
O=C(OCc1c(F)cccc1Cl)c1cc([N+](=O)[O-])ccc1N1CCOCC1,-6,-4,-11,3,0,-0.3,6,-6,13,11,2
Cc1ccc(NC(=O)c2nc[nH]c2C(=O)N2CCc3ccccc3C2)cc1,-3,-5,-2,19,2,-1.2,0,-1,-1,10,-5
C[C@@H]1CN([C@H](C)CO)C(=O)CCCn2nncc2CO[C@H]1CN(C)S(=O)(=O)c1ccc2c(c1)OCCCO2,14,-1,2,-2,15,0.0,13,-6,2,5,3
Cc1ccc2c(c1)nc1c3ccccc3nc(-c3ccccc3N)n21,3,-14,-9,-13,6,-0.7,7,-13,11,-6,-3
C=CCN(CC=C)C(=O)COC(=O)c1n[nH]c2ccccc12,5,2,3,-8,10,0.9,6,-11,4,-1,12
Cc1cccc(C)c1NC(=O)C1C(c2ccccc2)=Nc2ccccc2N1C(=O)c1cnccn1 (configuration not stated),x,-9,x,-37,x,x,0,x,-66,-20,x

Compound activity as filed in PubChem.
